Compound activity: PubChem, Broad Institute
INS-1E GSIS act: GLuc luminescence reporter in INS-1E cells, primary screen for activators of glucose-dependent secretion of insulin; 0.61% of 370,000 active; activation, % at 16.6 µM; INS-1E GLuc reporter insulin secretion, 2-3 h;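 active = lowest replicate activation of at least 40%, so every replicate reaches that level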;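 also: 0% = median of neutral control wells and 100% = median of IBMX positive control wells; some compounds called inactive have numbers as strong as hits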
RAD54 branch: inhibitors of human RAD54 branch migration, primary screen, biochemical, fluorescence, single point; inhibition, % at 10.4 µM; 0.14% of 360,000 active; RAD54 Holliday junction branch migration, FAM/BHQ fluorescence; AID 602329, 2012;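 active = mean normalized replicate activity at least 40 and at least half of replicates scoring 40 or more; inconclusive = only one of the two criteria met; inactive = mean below 40 and under half of replicates reaching 40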;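 also: 0% = median of neutral control wells and 100% = median of positive control wells; inhibitors cause a drop in the FAM fluorescence signal; in these data hits start at about 50%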
F508del corr: F508del CFTR correction, initial screen, CFBE line, single point | CFBE cells, YFP halide quenching; stimulated with forskolin plus potentiator P3; % fluorescence drop versus neutral controls | activity (quench increase), % at 7.58 µM | 0.36% of 350,000 active | AID 720511, 2013;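 active = mean added fluorescence quench of at least 8% versus neutral control, with both replicates also reaching 8%; inconclusive = only one of the mean or replicate conditions met; inactive = mean below 8% and not both replicates reaching 8%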;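 also: cells transiently co-express mutant CFTR-F508del with the halide-sensitive YFP; corrector assay measuring rescue of mutant channel to the surface after 24 h compound exposure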
RAD52 anneal inh: RAD52 DNA annealing inhibitors, primary screen, biochemical, FRET, single point, set 2. DNA repair protein RAD52 homolog (Homo sapiens), P43351. recombinant RAD52 DNA annealing, FRET fluorescence. inhibition, % at 18.7 µM. 0.46% of 360,000 active;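 active = every replicate showing at least 50% inhibition; inconclusive = mean inhibition at least 50% but not in every replicate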
Target sequence (P43351 whole entry, looked up): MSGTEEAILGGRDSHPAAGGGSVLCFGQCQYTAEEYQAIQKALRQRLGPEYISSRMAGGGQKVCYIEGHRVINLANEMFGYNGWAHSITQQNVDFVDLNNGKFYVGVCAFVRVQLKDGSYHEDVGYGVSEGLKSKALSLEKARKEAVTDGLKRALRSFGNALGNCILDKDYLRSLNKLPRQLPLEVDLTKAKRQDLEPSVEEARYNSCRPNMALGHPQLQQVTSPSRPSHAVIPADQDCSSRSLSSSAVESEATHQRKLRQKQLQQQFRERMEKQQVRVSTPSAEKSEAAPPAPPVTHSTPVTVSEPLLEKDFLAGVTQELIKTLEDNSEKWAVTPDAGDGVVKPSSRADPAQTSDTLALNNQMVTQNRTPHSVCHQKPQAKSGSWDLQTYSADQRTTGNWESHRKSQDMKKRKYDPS
CASP6 VEID inh: human caspase-6 inhibitors, primary screen, biochemical, VEID-R110 fluorescence, single point, set 2; P55212; purified caspase-6, Z-VEID-R110 cleavage fluorescence; inhibition, % at 12.5 µM; 0.53% of 350,000 active; AID 686996, 2013;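 active = mean inhibition across replicates at least about 35%, with every replicate also reaching that limit, limit read from the data; inconclusive = only one of the two criteria met; inactive = neither criterion met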;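 also: 0% = median of neutral control wells and 100% = no fluorescence left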
Target sequence (P55212 24-179 limits assumed): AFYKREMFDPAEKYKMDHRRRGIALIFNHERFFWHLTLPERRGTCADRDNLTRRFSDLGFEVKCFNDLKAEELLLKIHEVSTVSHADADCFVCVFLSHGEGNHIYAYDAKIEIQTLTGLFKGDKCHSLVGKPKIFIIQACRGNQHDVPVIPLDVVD
Target sequence (P55212 194-293 limits assumed): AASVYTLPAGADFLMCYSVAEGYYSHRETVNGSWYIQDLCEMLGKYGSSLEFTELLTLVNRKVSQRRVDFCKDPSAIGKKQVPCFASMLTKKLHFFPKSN
Xi reactivation: activators of inactive X chromosome reactivation, primary screen, imaging, XiGFP fibroblasts, GFP high-content imaging, set 2. XiGFP mouse fibroblasts, % GFP-positive cells imaging, 3 d; cells co-treated with 5-aza-dC sensitizer; scaled so ellipticine positive control = 100%. activation, % at 7.58 µM. 0.055% of 360,000 active. AID 743238, 2013;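 active = mean normalized replicate activation at least 10% and every replicate at or above 10%; inconclusive = only one of the two criteria met; inactive = mean below 10% and not all replicates reach 10%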;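 also: 0% = median of on-plate neutral control wells and 100% = ellipticine 6 µM median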
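System: SV40-immortalized XiGFP fibroblast cells, line 68-5-11 / Incubation: 3-day compound exposure, then 15 min fixation at room temperature / Compound: single concentration per compound, delivered by pin transfer / Buffer or medium: DMEM plus 5-aza-dC sensitizer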
E-sel inducer: E-selectin induction in HUVECs, primary screen, imaging, HUVEC, immunofluorescence imaging, single point | activation, % at 7.58 µM | P16581 | normalized: neutral wells 0, TNF-alpha wells 100 | AID 686992, 2013 | 0.37% of 260,000 active;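 active = mean E-selectin-positive cell signal at least 10% of the positive control, reached in at least 60% of replicates, without over 20% cell loss; inconclusive = no rule given, readout overlaps actives, possibly toxicity-flagged; inactive = the rest, including those meeting only one limit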;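 also: in these data hits start at about 27%; measured in HUVEC primary endothelial cells; signal is the percent of cells scored E-selectin positive by PE staining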
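Read-out basis: % PE-positive cells; Test system: HUVEC primary endothelial cells; Technique: immunofluorescence imaging; Dosing: single-point compound dose.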
DENV2 CPE rescue: inhibitors of DENV2 cytopathic effect, primary screen, cell-based, plate reader, single concentration; 1.7% of 350,000 active; CPE inhibition, % at 9.99 µM; DENV2-infected cells, cytopathic effect rescue; in the data active = CPE inhibition above about 20%, passing the limit was not always enough; inconclusive = no clear call, values can overlap the other calls; tested in BHK-21 cells;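 also: 0% = median of neutral control wells and 100% = median of positive control wells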
* = called active by the depositor; ? = inconclusive; nt = not tested or not shown; & = joins results of further samples.

SMILES	RAD54 branch	E-sel inducer	F508del corr	RAD52 anneal inh	CASP6 VEID inh	DENV2 CPE rescue	Xi reactivation	INS-1E GSIS act
CCN(CC)S(=O)(=O)c1ccc(NC2c3ccccc3C(=O)N2c2ccc(C)cn2)cc1 (configuration not stated)	-1	nt	-0.7	-16	-2	-5	0.2	-19
C[C@H](CO)N1C[C@H](C)[C@@H](CN(C)S(=O)(=O)c2ccccc2)Oc2c(NS(=O)(=O)c3ccccc3)cccc2C1=O	4&8	0.1&0.1	-0.2&-4.5	2&-6	-1&3	0&-6	-0.1&0.0	19&-12
O=C1c2ccccc2C(=O)C1c1ccc(Br)cc1	-9	-0.3	-0.3	-5	3	0	0.1	-26
C=CCNC(=O)CC(=O)N/N=C/c1cccc(Br)c1	-5	nt	2.5	-14	0	-4	nt	2
COC(=O)c1ccccc1	nt	nt	5.0	-6	14	-15	nt	2
COC(=O)[C@H]1[C@H]2C[C@H]3c4[nH]c5ccccc5c4CCN3C[C@H]2CC[C@@H]1O	3	0.1	-5.7	-1	-3	-6	0.2	nt
O=C(COC(=O)c1ccc([N+](=O)[O-])o1)NCCCc1ccccc1	1	-0.5	-0.5	-8	49*	0	0.4	nt
COc1ccc(C(C[N+](=O)[O-])c2c(C)cc3ccccn23)c(OC)c1 (configuration not stated)	-6	-0.1	1.2	-22	-3	0	0.1	0
C[C@H](CO)N1C[C@H](C)[C@H](CN(C)S(=O)(=O)c2cccs2)Oc2c(NS(C)(=O)=O)cccc2C1=O	-4	-0.1	0.6	-6	0	11	-0.9	10
O=C(OCc1nnc(-c2ccc(Br)cc2)o1)c1ccco1	-8	-0.2	1.7	-14	5	10	0.0	-3
COc1ccc2c3c(n(C)c2c1)[C@H](CO)N(C)CC31CN(CC2CC2)C1	nt	-0.3	0.2	8	0	9	0.0	7
C/C=C/c1ccc([C@H]2[C@@H](CO)N3C(=O)CN(S(=O)(=O)c4cccc(F)c4)C[C@H]23)cc1	nt	0.3	-1.8	-18	nt	4	0.1	-6
CCCCN1C(=O)C(CC(=O)NCCc2ccccn2)CC(C(=O)N(C(C)C)C(C)C)=C1C (configuration not stated)	-9	-5.6	-2.5	-1	-5	-6	0.0	-6
COc1ccc(S(=O)(=O)N2CCOCC2)cc1NC(=O)c1cccc(-n2cccc2)c1	nt	nt	-3.6	-10	-1	-4	0.7	0
CC(=O)Nc1cccc(C(=O)OCC(=O)NNC(=O)c2ccc([N+](=O)[O-])cc2)c1	2	-1.8	-1.2	-3	-6	-5	-0.2	-6
CCOC(=O)C1CCN(C(=O)CN2C(=O)c3cccnc3Oc3ccc(C)cc32)CC1	4	1.1	2.0	-1	2	4	0.2	0
CCCC(=O)Nc1sc(C(=O)Nc2cccc(N)c2)c(C)c1C(=O)OC	-8	0.4	-1.7	-24	2	2	-0.2	5
C[N+](C)(C)CCOP(=O)([O-])OC[C@H](O)CO	-1	-0.3	2.4	-15	-1	8	-0.1	nt
Cc1ccc(N2C(=O)CC(Cc3ccc(Cl)cc3)C2=O)cc1 (configuration not stated)	3	nt	-0.5	-2	-2	?	0.0	-3
O=[N+]([O-])c1cccc(N=NNc2cccc([N+](=O)[O-])c2)c1	-6	-0.5	3.0	-2	nt	-6	0.2	-7
COc1ccc(C(C)NC(=O)Nc2ccc(C(C)=O)cc2)cc1OC (configuration not stated)	16	0.1	0.5	-8	-3	-8	0.0	15
CCCN(CC(=O)Nc1ccc(F)c(F)c1F)C(=O)C1CC(=O)N(Cc2ccccc2)C1 (configuration not stated)	-4	nt	2.1	6	-3	-3	-0.1	-9
COc1ccc(-c2nc3ccc(C)cn3c2NCc2ccc3c(c2)OCO3)cc1	-1	nt	nt	-14	0	0	0.4	13
CCOc1cc(CNCC2CCCN2CC)cc(Cl)c1OC (configuration not stated)	nt	-0.2	3.4	1	-5	0	-0.2	1
CCc1cnc(N2[C@H](CO)[C@H](c3ccccc3)[C@@H]2C#N)s1	-12	0.3	-0.2	1	-2	?	-0.2	2
Cc1ccc(OCC(=O)NCC(=O)n2nc(C)cc2C)cc1	-1	nt	nt	-3	-2	nt	nt	6
CCOc1ccc(NC(=S)NC(=O)c2c(Cl)c(C)nn2C)c([N+](=O)[O-])c1	-12	nt	2.4	-9	1	3	0.0	2
CC(C)(C)S(=O)N1C[C@H]2CC(=O)C(CCO)=C2[C@@H]1CCO (some centres not stated)	nt	nt	-2.0	-5	-4	-8	-0.1	nt
CC(=O)Nc1cccc(C(=O)N/N=C/c2ccc(C)o2)c1	nt	nt	-3.4	-13	-3	13	0.1	-7
CCOC(=O)Cc1nnc(NC(=O)CSc2nnc3c(n2)[nH]c2ccccc23)s1	nt	7.3	nt	-14	0	-2	0.0	-6
O=C(NN=C1CCCCCC1)c1ccc2c(c1)OCO2	-3	-0.8	0.8	-10	2	-1	0.0	2
Cc1ccc2oc(=O)n(Cc3ccccc3)c2c1	8	1.5	1.5	-14	-3	6	3.3	4
O=C(Cc1ccc(Cl)c(Cl)c1)Nc1cccc(S(=O)(=O)N2CCOCC2)c1	nt	0.4	4.4	-9	2	-7	0.1	-24
CCCNC(=O)N(C)C[C@@H]1Oc2cc(-c3ccncc3)ccc2S(=O)(=O)N([C@H](C)CO)C[C@@H]1C	6	1.6	-0.4	-10	-1	-3	0.4	11
CCC(=O)Nc1ccc2c(c1)C(=O)N(C)C[C@@H](OC)[C@H](C)CN(Cc1ccncc1)[C@H](C)CO2	-10	-0.1	-1.8	-8	nt	?	0.1	1
Cc1ccccc1OCC(=O)OCC(=O)c1c[nH]c2ccccc12	-5	-0.3	-0.3	-13	-6	9	0.0	10
Cc1ccccc1NC(=O)CSCc1nc(N)nc(Nc2ccccc2C)n1	nt	-0.1	-0.3	-9	4	4	0.2	-2
CN(C(=O)CSc1nc2ccccc2c(=O)n1-c1ccccc1Cl)C1CCS(=O)(=O)C1 (configuration not stated)	1	-0.1	1.7	-4	0	12	0.0	0
CCOc1ccc(N(CC(=O)NCc2ccc(F)cc2)C(=O)CCC(=O)Nc2nccs2)cc1	-6	nt	-0.1	-4	3	3	-0.1	-12
N#C[C@H]1[C@@H](c2ccc(-c3cccc(F)c3)cc2)[C@@H](CO)N1C(=O)c1cccnc1	-12	0.4	-0.8	-33	-5	nt	0.2	-9
C[C@]12c3[nH]c4cc(-c5ccco5)ccc4c3CCN1C(=O)[C@@H](CC(=O)NCc1ccco1)C[C@@H]2C(=O)N1CCOCC1	-19	0.0	-1.0	-33	-1	-4	0.4	-13
COc1ccc(C#Cc2cnc3c(c2)C(=O)N([C@@H](C)CO)C[C@H](C)[C@H](CN(C)CC2CCCC2)O3)cc1	9	1.5	-5.5	-10	1	37*	-0.8	nt
COc1cc(CNCCc2ccccc2)cc(Br)c1OCC(=O)Nc1ccccc1C	nt	nt	-1.3	3	0	-1	0.1	-13
CC(/C=C1\SC(=S)N(NC(=O)c2ccncc2)C1=O)=C\c1ccccc1	9	0.0	-0.1	-77	10	-4	0.0	0
C[C@H](CO)N1C[C@H](C)[C@H](CN(C)C(=O)Nc2cccc3ccccc23)Oc2ccc(NS(C)(=O)=O)cc2C1=O	2	?	-1.3	-12	-4	-2	0.0	13
CCC(=O)NC[C@H]1[C@H](c2ccc(-c3ccccc3)cc2)[C@H](CO)N1C(=O)C1CC1	3	0.9	2.5	-57	2	-13	0.2	-2
CCOC(=O)N1CCN(C(=O)Cn2nc(C)n3nc(-c4ccc(CC)cc4)cc3c2=O)CC1	-1	nt	0.9	-1	2	0	0.0	-6
N#CC1=C(N)Oc2cc(O)c(Cl)cc2C1c1ccccc1F (configuration not stated)	-123	0.0	3.5	-307	44*	-7	-0.1	-7
O=C1CN(Cc2ccccc2)C[C@@H]2[C@@H](c3ccc(-c4ccccc4F)cc3)[C@H](CO)N12	nt	0.0	-0.2	-6	-2	8	0.0	-25
Cc1ccccc1NC(=S)NNC(=O)c1ccco1	-16	0.0	0.6	-8	4	-5	-0.1	-7
O=C(CC1SC(=Nc2ccc(OC(F)F)cc2)N(CCC2=CCCCC2)C1=O)Nc1ccccc1F (configuration not stated)	nt	1.6	nt	-15	-2	6	0.0	-18
O=C([C@H]1[C@H](CO)[C@H]2Cn3c(cccc3=O)[C@@H]1N2C(=O)c1ccccn1)N1CCCCC1	2	-0.5	nt	-13	-1	-4	0.1	-3
Cc1ccc(-c2nc3c(C)cc(Br)cn3c2Cc2cccc(F)c2)cc1	nt	1.8	0.4	-59	-3	3	0.1	14
COc1ccc(C)cc1-n1c(SCC(=O)NCC2CCCO2)nc2c([nH]c3ccccc32)c1=O (configuration not stated)	1	0.0	1.0	-3	0	-6	0.1	-16
COc1ccc2c3c(n(C)c2c1)[C@@H](CO)N(C(=O)c1cccnc1)CC31CCN(C)CC1	nt	0.1	0.5	6	1	2	0.6	22
Cc1ccc(NC(=O)Cc2ccccc2)cc1S(=O)(=O)N1CCOCC1	8	nt	-3.3	0	3	4	0.0	-17
CCOC(=O)C1(CCCc2ccccc2)CCN(C(=O)c2n[nH]c(CC)c2C)CC1	9	0.5	-0.7	-13	-1	-15	-0.1	-15
